Source: PubChem BioAssay
H9c2 protect – myocardial damage modulation in H9c2 cells; H9c2 cardiomyocytes, H2O2 injury protection, ATPLite, 2 h; hit rate 0.63% among 360,000; protection from H2O2 cell death, % at 20 µM;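 active means compounds giving at least 50% protection of heart cells from peroxide-induced death in the single-dose screen, raw or plate-pattern-corrected value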;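 further: 0% = DMSO wells with peroxide and 100% = DMSO wells without peroxide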
N-glyco inh – N-linked glycosylation inhibition | D54 ERlucT glycosylation luciferase reporter, 24 h; percent of 100 nM tunicamycin response | reporter increase, % at 12.5 µM | hit rate 0.23% among 360,000;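 active means mean luciferase reporter signal, scaled so untreated is 0 and the glycosylation-blocking control 100, at or above a set limit in every replicate; inconclusive means mean reaches the limit but not every replicate does; inactive means mean below the limit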;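 further: luciferase carries N-glycosylation sites so blocking glycosylation raises the light; 0% = median of neutral control wells and 100% = median of 100 nM tunicamycin wells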
Vif inh – blocks HIV Vif function. HEK293T cells, Vif self-association by quenched fluorescence, imaging, 24 h. inhibition, % at 7.49 µM. hit rate 0.35% among 340,000; in the data active means inhibition above about 50%, passing the limit was not always enough; inconclusive means no clear call, values can overlap the other calls; inactive means below about 31%; further: some results filed as inactive read as strong as hits
ABCB6 inh 2 – human ABCB6 transporter inhibition; Q9NP58; K562-ABCB6 porphyrin accumulation, flow cytometry, 1 h; active compounds read low; fluorescence ratio to DMSO, % at 10 µM; hit rate 0.19% among 360,000; AID 602162;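 active means fluorescence ratio to DMSO below 75%, the collection mean minus 3 SD; inconclusive means too few cells collected in the well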;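 further: signal is porphyrin accumulated inside mitochondria; 100% equals median channel fluorescence of DMSO control wells; lower ratio means ABCB6 inhibition with less porphyrin fluorescence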
PDI turbidity – blocks human protein disulfide isomerase activity. inhibition, % at 10 µM. PDI insulin aggregation turbidity, A650, 90 min. hit rate 0.052% among 350,000. AID 588391;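 active means mean inhibition across replicates of 30% or more, whatever share of single replicates reach that level; inconclusive means mean inhibition below 30% while every single replicate reaches 30%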;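 further: absorbance from insulin aggregation driven by PDI reduction with DTT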
MC4R barr agon – human MC4R agonism via beta-arrestin; U2OS MC4R beta-arrestin complementation, luminescence; percent of melanotan II response, DMSO zero; AID 540308; hit rate 0.98% among 360,000; P32245; activation, % at 8.9 µM;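 active means activation above a per-plate cutoff, the mean activation of sample wells on that plate plus 3 SD, cut at about 8% in these data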
Target sequence (P32245 whole entry, looked up): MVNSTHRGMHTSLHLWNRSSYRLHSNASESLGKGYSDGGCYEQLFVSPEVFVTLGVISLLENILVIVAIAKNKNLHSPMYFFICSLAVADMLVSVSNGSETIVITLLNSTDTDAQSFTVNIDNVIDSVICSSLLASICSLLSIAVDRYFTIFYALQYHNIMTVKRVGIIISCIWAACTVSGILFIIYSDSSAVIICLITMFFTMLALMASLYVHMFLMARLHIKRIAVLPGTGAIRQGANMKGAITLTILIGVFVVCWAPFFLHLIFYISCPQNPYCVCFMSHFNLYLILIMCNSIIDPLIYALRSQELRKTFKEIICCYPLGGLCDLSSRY
HTR2A ag – activates the mouse 5-HT2A serotonin receptor; P35363; CHO-K1 mHTR2A beta-arrestin complementation, luminescence; percent of 30 µM serotonin response; activation, % at 7.6 µM; hit rate 0.66% among 360,000;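 active means activation above a run cutoff, the mean activation of all tested compounds plus 3 SD, cut at about 14% in these data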;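 further: 0% = plate median of compound wells and 100% = 30 µM serotonin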
Target sequence (P35363 whole entry, looked up): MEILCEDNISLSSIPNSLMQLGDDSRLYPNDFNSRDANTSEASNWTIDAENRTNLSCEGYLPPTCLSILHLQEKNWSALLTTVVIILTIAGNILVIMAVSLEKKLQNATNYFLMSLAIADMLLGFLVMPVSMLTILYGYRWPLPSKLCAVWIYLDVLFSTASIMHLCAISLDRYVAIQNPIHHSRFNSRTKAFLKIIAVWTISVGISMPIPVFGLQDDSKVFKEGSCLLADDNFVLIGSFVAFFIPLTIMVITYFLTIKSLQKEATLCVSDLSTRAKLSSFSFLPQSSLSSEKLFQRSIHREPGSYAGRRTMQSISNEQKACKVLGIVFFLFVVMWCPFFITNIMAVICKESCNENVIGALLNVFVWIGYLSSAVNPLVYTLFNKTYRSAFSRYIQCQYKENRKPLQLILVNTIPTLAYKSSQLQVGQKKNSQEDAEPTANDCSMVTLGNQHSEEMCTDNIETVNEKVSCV
aDG glyco up – alpha-DG glycosylation activation; Pro5-aDG cells, alpha-DG glycosylation AlphaScreen (IIH6); 0% Pro5, 100% B10-LARGE cell signal; hit rate 0.22% among 360,000; AID 624168; activation, % at 10 µM;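 active means activation of at least 8% versus controls, or a plate z-score of at least 8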;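 further: Pro5 are CHO cells carrying HIG-tagged alpha-DG that lacks glycosylation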
MC4R antag cAMP – human MC4R antagonism in cAMP assay; P32245; MC4R-expressing cells, MTII-stimulated cAMP, LANCE TR-FRET; inhibition, % at 6.5 µM; hit rate 0.48% among 360,000; AID 540295;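 active means inhibition above its plate's cutoff, the mean of tested wells on that plate plus 3 SD, cut at about 29% in these data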;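 further: 0% = Melanotan II alone and 100% = Melanotan II plus saturating MCL0020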
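System – human MC4R-expressing U2OS cells · Also added – Melanotan II · Dosing – one concentration, 6.5 µM nominal · Timing – 30-min compound, 1-h challenge, 1-h detection, room temperature · Measured by – Eu-cAMP/anti-cAMP TR-FRET, emission 671 nm · Replicates – singlicate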
CaV13 ICDI inh – Primary screen for inhibitors of IQ motif and Ca2+-dependent inactivation inhibitor domain binding in CACNA1D, Förster resonance energy transfer in living cells, …; HEK cells, CFP/YFP FRET ICDI-IQ, plate reader, 10 min; percent FRET-ratio fall versus neutral wells; inhibition, % at 12.3 µM; hit rate 0.098% among 340,000; AID 743397;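 active means mean replicate inhibition of at least 30% and at least 1% of replicates passing that level; inconclusive means only one of the two criteria is met; inactive means neither criterion is met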;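 further: 0% = median of the neutral control wells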
Starred values were filed as active, the others as inactive; ? = inconclusive; . = not tested or not shown. Not a hit list; any-hit rate near 3.6%.

SMILES | H9c2 protect | N-glyco inh | Vif inh | ABCB6 inh 2 | PDI turbidity | MC4R barr agon | HTR2A ag | aDG glyco up | MC4R antag cAMP | CaV13 ICDI inh
O=C(CCc1c[nH]c2ccccc12)N=Nc1c(O)[nH]c2ccccc12 | 6.5 | 2.5 | -0.6 | 105.0 | -0.6 | 0.9 | -4.5 | -0.3 | 12.1 | -3.8
Cc1ccc(C2c3c(oc4ccccc4c3=O)C(=O)N2CCCN2CCOCC2)o1 (stereo not drawn) | 4.1 | 0.4 | 6.9 | 98.0 | 8.3 | -2.2 | 0.5 | 0.1 | 7.6 | .
COc1ccc(C(=O)OCC(=O)NCc2ccco2)cc1S(=O)(=O)N1CCN(c2cccc(Cl)c2)CC1 | -11.7 | 0.5 | 1.1 | 92.0 | -2.8 | -0.4 | 1.0 | 0.3 | 4.9 | .
CN(CC(=O)NCCc1ccc(F)cc1)Cc1cccc(Cl)c1 | 1.3 | 0.0 | 3.0 | 90.0 | -4.5 | -4.3 | -8.1 | 0.3 | -4.7 | -4.9
Cc1ccc(S(=O)(=O)NC(C)(C)CSc2nncn2C)cc1 | 3.5 | 1.0 | 4.4 | 96.0 | 11.8 | -2.6 | -3.9 | -0.1 | 11.9 | -9.9
CC(C)CCNC(=O)C1CCN(c2nnc(-n3cccc3)s2)CC1 | 0.5 | 3.3 | . | 96.0 | 4.7 | 0.5 | -2.0 | 1.0 | 2.0 | -4.7
CC(=O)/C=C\c1ccccc1OC(=O)c1cc2ccccc2oc1=O | 6.1 | 3.6 | -4.2 | 103.0 | -1.8 | -0.1 | -2.1 | 0.1 | 8.9 | -2.2
CC(C)CCNC(=O)c1cccc(S(=O)(=O)N2CCc3ccccc32)c1 | -8.9 | -1.7 | -2.9 | 99.0 | -8.2 | -1.8 | -3.0 | 0.6 | 4.8 | -3.5
O=C(CSC1=NCCS1)N1CCc2ccccc21 | -2.4 | 0.4 | -1.4 | 99.0 | -1.7 | -1.5 | -3.4 | 0.5 | 0.1 | .
COc1cccc(-c2ncc3ccccc3c2COC(=O)CCCC(=O)O)c1 | 12.5 | 1.7 | 0.3 | 96.0 | -5.3 | 0.2 | -1.3 | 0.0 | -1.4 | -6.0
c1ccc(-c2ccccc2OCCN2CCCCC2)cc1 | -2.6 | 5.8 | 5.7 | 98.0 | -0.5 | -1.4 | -4.5 | -0.1 | -3.0 | -6.9
C(=C\c1nc(N2CCCCCC2)c2ccccc2n1)/c1ccccc1 | -15.3 | -1.0 | -14.4 | 93.0 | 8.3 | -2.9 | 0.3 | 0.2 | 2.1 | -17.7
COc1cccc(CNC(=O)c2ccc(Cl)c(NC3=NC4CS(=O)(=O)CC4S3)c2)c1 (stereo not drawn) | 3.3 | -0.9 | -6.0 | 96.0 | 2.4 | -0.7 | 10.1 | -0.1 | 17.4 | -6.7
O=C(CC1CCCCC1)NCCCN1CCOCC1 | -6.2 | 2.8 | 3.6 | 98.0 | 5.0 | -1.3 | 0.8 | 0.1 | 4.7 | -8.9
CCN(CC)c1ccc(/C=N/NC(=O)CNC(=O)C2COc3ccccc3O2)c(O)c1 (stereo not drawn) | 65.9* | -10.2 | 2.7 | 99.0 | -12.0 | -1.6 | 9.6 | 1.6 | -7.5 | -5.2
COc1ccccc1-n1c(=O)c(C#N)c(-c2ccc([N+](=O)[O-])cc2)c2cc(C(=O)c3ccccc3O)cnc21 | -5.8 | 1.9 | 3.0 | 100.0 | 2.1 | -1.5 | 3.1 | -0.5 | 10.4 | -8.5
COc1ccccc1NC(=O)c1nnn(Cc2ccccc2)c1NC(C)=O | 0.1 | 2.2 | -3.1 | 95.0 | -9.8 | -2.3 | 0.7 | 3.3 | 0.3 | -5.0
Cc1sc2nc(C)n(/N=C/c3ccc(O)cc3)c(=O)c2c1C | 0.5 | -0.4 | -8.7 | 96.0 | 5.2 | 0.3 | -0.5 | -0.2 | 0.3 | -6.3
Cc1snc2sc(C(=O)c3ccc(Br)cc3)c(N)c12 | -19.2 | -4.5 | . | 97.0 | -1.9 | 4.0 | 8.7 | -0.3 | -1.9 | -5.0
CCCc1cc(C(=O)NNC(=S)NCc2ccccc2)cs1 | -8.1 | 0.1 | -2.8 | 88.0 | -0.1 | -1.2 | -2.5 | -0.3 | 2.4 | -3.5
COc1ccc(/C=C/C(=O)NC(=S)NNC(=O)Cc2cccs2)cc1OC | 10.5 | -1.2 | -8.2 | 102.0 | 2.4 | 0.0 | 4.3 | -0.2 | 4.3 | .
COc1ccc(/C=N/NC(=O)c2cc(C34CC5CC(CC(C5)C3)C4)[nH]n2)cc1O | -10.8 | -2.5 | . | 104.0 | -1.2 | 1.2 | -1.6 | -0.2 | 7.9 | -3.6
COC(=O)N(C)C[C@@H]1OCc2cnnn2CCCC(=O)N([C@H](C)CO)C[C@@H]1C | 7.7 | 3.5 | -0.1 | 102.0 | 1.2 | -0.9 | 1.2 | 0.0 | -6.2 | -4.8
COc1ccc(S(=O)(=O)N2CCc3ccccc32)cc1OC | -9.8 | -2.6 | 6.7 | 98.0 | -6.5 | 0.0 | -0.5 | 0.0 | 6.0 | -19.1
NC1CCCCC1N=Cc1c(O)n(CCc2ccc(F)cc2)c(=O)[nH]c1=O (stereo not drawn) | 8.3 | -1.0 | 6.1 | 108.0 | -4.0 | 1.8 | 1.6 | -0.3 | 10.5 | -5.3
C=CCNC(=O)C12CC3CC(C1)CC(C(=O)NCC=C)(C3)C2 | -2.4 | 0.0 | 9.0 | 98.0 | 1.7 | -1.3 | -0.5 | 0.0 | -1.2 | -5.3
N#Cc1ccc(NC(=O)CSc2n[nH]c(=O)n2C2CC2)cc1 | 1.6 | 1.7 | 5.7 | 100.0 | 3.1 | 0.1 | -2.5 | -0.3 | 7.6 | -3.4
Cc1ccc(C(O)c2cccnc2)o1 (stereo not drawn) | 7.3 | 3.8 | 0.1 | 89.0 | -5.9 | 1.9 | -3.5 | 0.3 | -2.1 | -10.1
O=C(O)c1ccc(-c2nc(-c3ccc(Cl)cc3)cs2)cc1 | -1.9 | -2.4 | -6.8 | 100.0 | -14.3 | -1.4 | -2.5 | 0.1 | 9.3 | -4.7
COc1ccc(OC)c(S(=O)(=O)Nc2cccnc2)c1 | 3.2 | 0.5 | 3.4 | 103.0 | -8.1 | 1.0 | -1.6 | -0.2 | -6.4 | -7.1
CCC(=O)NCCc1nc(-c2ccccc2)no1 | 4.8 | -1.1 | -5.4 | 85.0 | -1.6 | -1.6 | -1.2 | 1.5 | 0.7 | -4.7
CC(=O)N/C(=C/c1ccccc1)C(=O)N1CCCCC1 | -1.8 | -0.4 | 11.7 | 100.0 | 2.0 | 0.4 | -4.9 | 0.0 | 0.2 | -4.1
COC(=O)c1scc(C)c1NC(=O)c1ccccc1F | -4.8 | 1.8 | -0.5 | 94.0 | 2.9 | -0.1 | 5.9 | 0.1 | 2.8 | -3.8
CC(=O)c1ccc(NC(=O)COC(=O)CCc2ccc(S(=O)(=O)N3CCOCC3)cc2)cc1 | 2.5 | 0.0 | 4.2 | 96.0 | -0.5 | -1.9 | 5.5 | 0.1 | 2.8 | -6.5
COc1ccc(CCNC(=O)c2ccco2)cc1 | -6.0 | -0.1 | 31.8 | 104.0 | -7.3 | -1.4 | 1.4 | 0.7 | 11.5 | 0.6
N#CC1=C(N)N(c2ccccc2)C(c2cccc([N+](=O)[O-])c2)C1(C#N)C#N (stereo not drawn) | 24.1 | -1.9 | 1.5 | 95.0 | 7.6 | -0.3 | 1.3 | -0.2 | -34.1 | 0.0
COCCN1CN(S(=O)(=O)c2ccc(Cl)cc2)c2nc3ccccc3nc21 | -2.5 | 0.8 | -9.4 | 97.0 | 0.2 | -0.8 | 8.3 | -0.1 | 12.4 | .
O=C(CSc1nc2c(sc3ccccc32)c(=O)n1CCc1ccccc1)NCc1ccco1 | 7.4 | -1.6 | ? | 99.0 | -0.6 | -2.5 | 0.5 | 1.1 | 1.1 | -5.6
Cc1ccc(C)n1-c1ccc(C(=O)/C=C/N(C)C)cc1 | -1.8 | 21.5 | 23.9 | 98.0 | -4.8 | 1.3 | 0.6 | -0.1 | -1.1 | -6.2
O=C1C=C(Nc2ccccc2)C(=O)c2ccccc21 | -16.2 | -13.9 | -9.7 | 110.0 | . | -0.6 | -0.8 | 2.9 | -15.1 | .
O=C1NC(c2ccc(Cl)cc2)=COc2ccccc21 | 0.4 | 1.0 | 17.4 | 96.0 | 7.6 | -1.1 | -9.6 | 3.0 | 13.7 | -19.0
COc1ccc([C@H]2CC(=O)C[C@@H](CCn3cc(-c4nccn4C)nn3)O2)cc1 | . | . | . | 104.0 | . | . | 5.5 | -0.1 | . | -6.2
CCNC(=S)N1CCN(CCNC2=CC(=O)CC(C)(C)C2)CC1 | -2.7 | -0.9 | 3.6 | 101.0 | 12.5 | -2.8 | 0.1 | -0.5 | -0.5 | -2.2
COc1ccc(CCNC(=O)c2ccc(F)c(S(=O)(=O)N3CCCCC3)c2)cc1 | 0.3 | -4.3 | -21.9 | 99.0 | 0.1 | 0.9 | -1.1 | 0.1 | 4.0 | -4.6
COCCN1C(=O)c2ccccc2C1c1nnnn1Cc1ccccc1 (stereo not drawn) | . | . | . | 99.0 | . | . | -0.1 | 0.0 | . | -7.2
CC1CCCN(S(=O)(=O)c2ccc(Cl)s2)C1 (stereo not drawn) | -8.8 | -2.1 | -1.1 | 103.0 | -3.8 | 1.1 | -7.5 | -0.1 | 12.0 | -2.4
Cc1ccc(NC(=O)CN(C)C(=O)c2nn(C)c(=O)c3ccccc23)cc1 | -2.0 | 0.1 | -1.3 | 94.0 | -3.3 | -0.8 | -1.3 | 0.5 | -7.7 | -17.1
COc1ccc(N2CCN(C3CC(=O)N(Cc4ccc(N5CCCC5=O)cc4)C3=O)CC2)cc1 (stereo not drawn) | -1.9 | -2.7 | . | 87.0 | 2.2 | -0.8 | 5.2 | 0.1 | 7.0 | .
COc1ccc(/C=N/NC(=O)C[n+]2ccccc2)c(OC)c1OC | -1.7 | 2.0 | -2.5 | 100.0 | -2.2 | -1.2 | 0.0 | -0.6 | -2.4 | -4.8
COC(=O)C(NC(=O)c1ccco1)(Nc1nc(C)cs1)C(F)(F)F (stereo not drawn) | 5.3 | -1.6 | 12.4 | 101.0 | -12.1 | -1.1 | 3.9 | 0.0 | -3.9 | .
CCOc1ccc(C(=O)NC(=S)Nc2ccc(N3CCOCC3)c(Cl)c2)cc1[N+](=O)[O-] | -4.9 | -6.1 | -8.3 | 96.0 | 9.3 | -3.3 | -3.8 | 0.0 | 8.5 | .
CCOc1ccc(CNc2ccc3c(c2)nc(C)n3C)cc1 | -0.8 | 4.7 | 9.4 | 96.0 | -2.0 | 1.1 | 4.3 | 0.4 | 11.0 | .
O=C(OCc1csc(-c2ccccc2)n1)c1cccs1 | -33.8 | 3.0 | 7.6 | 92.0 | 1.4 | -1.2 | -5.8 | 0.1 | 0.5 | .
